Mcl1 Noxa PPI = Mcl-1/Noxa interaction inhibition | inhibition, % at 21.7 µM | TR-FRET Mcl-1/Noxa peptide binding, 2 h | hit rate 1.5% among 220,000 | AID 1022 | Q07820;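 active means compounds that cut the protein-peptide binding signal by more than 50% relative to plate controls in a single-dose test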;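 further: His-tagged Mcl-1 with rhodamine Noxa BH3 peptide and terbium anti-His antibody; 0% = Mcl-1 plus Noxa peptide wells and 100% = peptide-only wells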
Target sequence (Q07820 whole entry, looked up): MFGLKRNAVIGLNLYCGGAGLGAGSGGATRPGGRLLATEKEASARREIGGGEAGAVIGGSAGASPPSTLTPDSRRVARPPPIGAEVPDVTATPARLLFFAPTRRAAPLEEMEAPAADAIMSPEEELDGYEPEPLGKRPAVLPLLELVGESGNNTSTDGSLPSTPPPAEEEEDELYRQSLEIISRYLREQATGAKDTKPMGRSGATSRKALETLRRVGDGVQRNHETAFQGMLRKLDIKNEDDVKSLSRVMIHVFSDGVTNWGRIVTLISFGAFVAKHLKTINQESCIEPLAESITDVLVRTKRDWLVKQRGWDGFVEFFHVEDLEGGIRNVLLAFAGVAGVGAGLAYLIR
Bim-Mcl-1 = inhibitors of Bim-Mcl-1 interaction, human. AID 1009. Bead-based flow cytometry, Bim peptide-Mcl-1 binding. Q07820. inhibition, % at 10 µM. hit rate 0.1% among 190,000; in the data active means inhibition above about 40%;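 further: 0% = no compound tracer wells and 100% = peptide blocker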
Rab2A wt mod = changes GTP binding to wildtype dog Rab2A, up or down | P61105 | GST-Rab2 wt beads, Bodipy-GTP binding, flow cytometry | GTP binding activity, % at 10 µM | hit rate 0.19% among 190,000 | AID 760;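 active means GTP binding activity at least 20 points away from 100%, either lowered or raised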;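 further: 0% = beads with excess unlabeled GTP and 100% = no-compound control corrected for plate trend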
Rac1 act GTP bind = alters GTP binding to activated mutant human Rac1. GST-Rac1 activated beads, fluorescent GTP binding, flow cytometry; actives lie on both sides; 100% means binding = to untreated wells. hit rate 0.11% among 190,000. percent activity (GTP binding), % at 10 µM. P63000. AID 764;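 active means GTP binding at least 20 percentage points away from the 100% baseline, in either direction, so actives lie on both sides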
Rab7 wt modul = modulators of GTP binding to dog Rab7 wildtype GTPase | GST-Rab7 beads, fluorescent GTP binding, flow cytometry; actives lie on both sides; untreated = 100%, excess cold GTP = 0% | hit rate 0.055% among 190,000 | GTP binding activity (percent of control), % at 10 µM;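 active means fluorescent GTP binding to Rab7 beads changed by at least 20 points from the 100% baseline, either direction, mostly lower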;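 further: median green fluorescence of bound Bodipy-FL-GTP per Rab7 bead population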
Pf gamet viab = P. falciparum stage V gametocyte viability inhibition | P. falciparum stage V gametocytes, ATP luminescence, 24 h | inhibition, % at 10.9 µM | hit rate 0.065% among 150,000 | AID 743093;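 active means inhibition above the mean plus 3 SD of compounds within the control limits, set per campaign, cut at about 38% in these data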;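 further: 0% = DMSO wells and 100% = medium only without gametocytes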
Cdc42 wt = human Cdc42 wildtype GTP binding change, either direction; hit rate 0.2% among 190,000; AID 761; P60953; percent activity (GTP binding), % at 10 µM; GST-Cdc42 beads, Bodipy-GTP binding, flow cytometry; actives lie on both sides;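 active means percent activity GTP binding at least 20 points away from the 100% baseline, either down as inhibitor or up as activator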;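 further: median bead fluorescence of bound Bodipy-FL-GTP at 100 nM; 0% = excess unlabeled GTP control and 100% = no compound control; below 100% means less GTP binding so inhibitor and above means activator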
Target sequence (P60953 whole entry, looked up): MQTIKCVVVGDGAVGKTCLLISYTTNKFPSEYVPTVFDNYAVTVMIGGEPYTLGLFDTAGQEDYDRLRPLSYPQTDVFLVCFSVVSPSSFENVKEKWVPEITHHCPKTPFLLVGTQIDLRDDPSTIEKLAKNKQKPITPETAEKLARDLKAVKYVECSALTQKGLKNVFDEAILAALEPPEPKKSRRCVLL
Rac1 wt GTP bind = human Rac1 wildtype GTP binding, inhibitors and activators; P63000; GST-Rac1 beads, fluorescent GTP binding, flow cytometry; actives lie on both sides; 0 = cold GTP competed, 100 = untreated; GTP binding activity (% of control), % at 10 µM; hit rate 0.27% among 190,000; AID 757;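 active means GTP binding activity at least 20 points away from the 100% control level, either lower or higher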
Avidin bead fluor = compound fluoresces at 488/530 nm on avidin beads | hit rate 0.38% among 220,000 | compound fluorescence 488/530 nm, flow cytometry; hits give high values | fluorescence (KMESF) at 10 µM; in the data active means fluorescence above about 47; further: inactives centre near 10
HRas wt GTP bind = modulators of GTP binding to human HRas wildtype; P01112; GST-Ras wt beads, Bodipy-FL-GTP binding, flow cytometry; actives lie on both sides; GTP binding activity, % at 10 µM; hit rate 0.14% among 190,000; AID 759;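 active means GTP binding activity at least 20% away from the 100% baseline, either lowered as inhibitor or raised as activator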;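 further: 0% = unlabeled GTP competition control and 100% = no-compound control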
Target sequence (P01112 whole entry, looked up): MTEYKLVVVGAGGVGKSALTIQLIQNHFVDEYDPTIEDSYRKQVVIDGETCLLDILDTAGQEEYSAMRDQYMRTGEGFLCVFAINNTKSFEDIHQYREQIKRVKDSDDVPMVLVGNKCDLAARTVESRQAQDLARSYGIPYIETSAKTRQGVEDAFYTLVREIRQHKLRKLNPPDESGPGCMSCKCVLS
Mcl1 Bid PPI = Mcl-1/Bid interaction inhibition. Q07820. TR-FRET Mcl-1/Bid-Dy647 peptide binding, 1536-well. hit rate 0.97% among 220,000. inhibition, % at 21.7 µM. AID 1021;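 active means compounds that cut the binding signal by more than half at the single screening dose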;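 further: His-tagged Mcl-1 with europium anti-His antibody binding Bid BH3 peptide; 0% = Mcl-1 plus peptide wells and 100% = peptide-only wells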
The depositor's hits bear a star; / = not tested or not shown.

SMILES	Mcl1 Noxa PPI	Bim-Mcl-1	Rab2A wt mod	Rac1 act GTP bind	Rab7 wt modul	Pf gamet viab	Cdc42 wt	Rac1 wt GTP bind	Avidin bead fluor	HRas wt GTP bind	Mcl1 Bid PPI
N/C(COc1ncn(-c2ccccc2)n1)=N\S(=O)(=O)c1ccccc1	13	0	103	93	108	-3	101	106	10	102	-2
NC(=O)c1nn(-c2ccccc2)nc1NC(=O)CN1CCCCC1	6	-2	99	98	102	-5	102	100	35	101	-13
CCOc1ccc(C(=O)NCCn2cc(SCC(=O)Nc3cc(C)on3)c3ccccc32)cc1	5	-7	102	100	102	/	100	104	13	102	-47
CC1CN(C(=O)COC(=O)c2ccc(Cl)nc2)CC(C)O1 (centres undefined)	-6	-3	96	92	105	2	97	96	9	97	0
O=[N+]([O-])c1cccc(S(=O)(=O)c2ccc(N3CCCCC3)c([N+](=O)[O-])c2)c1	-1	-6	100	101	103	35	103	105	21	102	-45
CCC(C)NC(=O)c1ccc(N2CCC3(CC2)OCCO3)c([N+](=O)[O-])c1 (centres undefined)	8	-3	97	100	99	9	104	102	6	100	-18
Cc1cccc(NC(=O)c2cccc(Cn3cc(Br)c([N+](=O)[O-])n3)c2)c1C	15	-1	103	99	103	-6	103	102	12	103	-4
CC1C=CCC2C(=O)N(c3ccccc3OC(=O)c3ccco3)C(=O)C12 (centres undefined)	5	-3	100	96	106	-7	98	99	10	100	-5
O=C(CCCc1c[nH]c2ccccc12)NCC1COc2ccccc2O1 (centres undefined)	-10	-2	93	95	92	/	96	96	8	94	-14
C=CCn1c(COc2cccc3ccc(C)nc23)nnc1SCC(N)=O	13	-1	99	100	98	/	102	106	8	101	18
CCOC(=O)CSc1nc(NC#N)nc(N(CC)CC)n1	8	-4	99	98	101	/	102	105	37	100	0
Cn1c(SCC(=O)N2c3ccccc3CCc3ccccc32)nnc1-c1cc2ccccc2cc1O	13	-2	93	98	95	/	99	99	10	95	-4
CC(C)(C)c1cc(C(=O)N/N=C/c2ccc(O)cc2)n(-c2ccccc2)n1	9	-2	99	100	97	/	100	103	13	101	-16
COc1ccc(NC(=O)c2ccccc2-c2ccc(C(F)(F)F)cc2)cc1S(=O)(=O)N1CCOCC1	7	0	99	99	100	0	101	106	5	102	-25
O=C(CSc1nnnn1-c1ccccc1)Nc1ccc(Cl)cn1	-15	-1	96	98	103	/	98	96	8	99	28
O=C1c2ccccc2C(=O)N1OS(=O)(=O)c1ccccc1	28	-11	97	96	101	/	91	98	4	95	-10
CCOC(=O)c1sc(SCC(=O)Nc2ccc(N(C)C)cc2)nc1N	72*	-1	94	91	94	/	93	91	11	93	-41
COc1ccc(C2=NN(C(=O)CSc3ncccn3)C(c3cccc(OC)c3OC)C2)cc1 (centres undefined)	-5	1	100	96	105	/	97	101	13	99	-11
COc1ccc(C(=O)Oc2cc(N)n(S(=O)(=O)c3ccccc3)n2)cc1	7	1	95	93	93	0	93	94	13	91	-7
O=C(Cn1cnc2c(oc3ccccc32)c1=O)N1CCCc2ccccc21	15	0	99	99	101	/	103	104	6	103	-14
CCS(=O)(=O)Nc1cccc(C2=NN(S(=O)(=O)c3ccc(C)cc3)C(c3ccco3)C2)c1 (centres undefined)	6	-2	94	99	93	9	92	98	6	99	-7
CCOC(=O)C1(C)/C(=N/Nc2ccccc2Cl)C(=O)C(=O)N1c1ccccc1 (centres undefined)	21	0	94	92	92	31	95	97	3	93	-33
O=C(CCCCCn1c(=S)[nH]c2ccc(N3CCOCC3)cc2c1=O)NC1CCN(Cc2ccccc2)CC1	10	1	95	94	89	-1	94	96	8	94	-24
Cc1cc(C)nc(NS(=O)(=O)c2ccc(NC(=O)c3ccc4c(c3)OCCO4)cc2)n1	1	3	91	96	88	/	88	96	10	93	-30
Nc1cc(=O)[nH]c(SCc2nnnn2-c2ccc(Cl)cc2)n1	1	-10	101	100	96	-5	103	103	21	101	-25
CCOc1ccc(C(=O)Nc2ccc3c(c2)OCO3)cc1OCC	/	-5	91	90	95	-1	92	88	12	91	-9
CCn1c(NCc2ccccc2NS(=O)(=O)c2ccc(C)cc2)nc2ccccc21	19	-2	97	97	100	11	100	101	2	99	-17
COc1cccc(-c2cc(C(=O)N3CC4(C)CC3CC(C)(C)C4)no2)c1 (centres undefined)	-5	0	104	102	106	0	106	110	38	103	7
C=CCNc1nc(-c2cc3ccccc3o2)cs1	19	0	100	101	99	/	104	105	13	100	55*
Cc1cc(=O)[nH]c(SC(C(=O)O)c2ccccc2)n1 (centres undefined)	14	-3	103	101	100	/	104	103	6	102	-12
COc1ccc(N/C=C/C(=O)c2sc(-c3ccccc3)nc2C)cc1	-3	4	95	95	100	/	96	99	5	99	-87
O=C1Cc2ccccc2C(c2ccccc2)N1 (centres undefined)	-12	0	98	98	94	/	100	99	11	98	-13
Cn1c(=O)c(=O)n(C)c2cc(S(=O)(=O)Nc3ccc4c(c3)OCCO4)ccc21	10	-2	103	100	99	7	103	108	4	104	-13
COC(=O)c1c(N)sc2c1CCN(c1ncc(C(F)(F)F)cc1Cl)C2	12	-2	102	101	99	/	106	104	46	103	-19
COC(=O)c1ccc(COc2ccccc2/C=N/NS(=O)(=O)c2ccc(C)cc2)cc1	2	-2	89	93	99	/	91	89	8	92	-16
CC(Oc1ccc(Cl)cc1)C(=O)/C=C/N(C)C (centres undefined)	5	-4	96	98	96	/	100	100	3	100	-69
CC(=O)Nc1cc(-c2nn(C)c(=O)c3ccccc23)ccc1N1CCOCC1	3	-1	102	107	98	/	100	102	8	99	-28
CCN1CCN(CC(=O)c2c[nH]c3ccc(C)cc23)CC1	16	59*	101	102	102	-10	101	101	7	101	0
COCCNC(=O)C(C)OC(=O)c1nsc(Cl)c1Cl (centres undefined)	-11	-1	99	99	95	-2	99	100	4	98	-42
O=C(CSc1nc2c(c(C(F)(F)F)n1)CCc1ccccc1-2)NCc1ccccc1	-33	0	101	98	105	/	98	104	4	102	-13
Cc1sc2nc(C(C)C)oc(=O)c2c1C	9	-1	100	98	98	/	102	102	5	101	-3
O=C(NCCN1C(=O)S/C(=C\c2ccc(Cl)c(Cl)c2)C1=O)c1ccc2c(c1)C(=O)N(Cc1ccncc1)C2=O	71*	-4	100	101	99	-11	100	106	11	101	51*
CCOC(=O)C1CCN(C/C=C/c2ccccc2OC)CC1	-11	-3	106	102	105	2	106	103	11	106	5
O=C(CSCc1cccc(Br)c1)NC1CC1	19	-2	99	98	96	/	101	102	19	100	12
c1ccc(SCCc2ccncc2)cc1	9	0	96	96	96	8	96	97	32	97	-35
COc1ccc(S(=O)(=O)N2CCc3ccccc32)cc1NC(C)=O	-3	-2	98	96	96	-11	97	97	9	99	2
CCC(C#CCN1CCOCC1)(CC)OCCC#N	2	-5	101	98	101	/	101	100	38	101	-19
CCCCN(C)C(=O)c1cc2cc3cc(OC)ccc3nc2o1	6	-2	95	95	102	-13	96	96	21	96	-10
Cc1cccc(-c2nc(=S)c3c(n2Cc2ccco2)CCCC3)c1	24	-1	90	90	98	/	92	89	7	94	-21
CC1(C)CN=C(N2CCN(c3ncnc4sc5c(c34)CCCC5)CC2)S1	46	-2	97	99	100	/	100	99	12	99	11

One compound at a time (already shown). Order of screens: Mcl1 Noxa PPI | Bim-Mcl-1 | Rab2A wt mod | Rac1 act GTP bind | Rab7 wt modul | Pf gamet viab | Cdc42 wt | Rac1 wt GTP bind | Avidin bead fluor | HRas wt GTP bind | Mcl1 Bid PPI
`CC1(C)CN=C(N2CCN(c3ncnc4sc5c(c34)CCCC5)CC2)S1` as listed: 46 | -2 | 97 | 99 | 100 | / | 100 | 99 | 12 | 99 | 11
`O=C(NCCN1C(=O)S/C(=C\c2ccc(Cl)c(Cl)c2)C1=O)c1ccc2c(c1)C(=O)N(Cc1ccncc1)C2=O` as listed: 71* | -4 | 100 | 101 | 99 | -11 | 100 | 106 | 11 | 101 | 51*

The list goes on:
SMILES	Mcl1 Noxa PPI	Bim-Mcl-1	Rab2A wt mod	Rac1 act GTP bind	Rab7 wt modul	Pf gamet viab	Cdc42 wt	Rac1 wt GTP bind	Avidin bead fluor	HRas wt GTP bind	Mcl1 Bid PPI
CCN(CC)C(=O)C(Cc1ccccc1)N1C(=O)c2ccccc2C1=O (centres undefined)	-10	0	96	97	93	-4	99	94	15	98	-1
c1cc(-c2noc(CCC3CCCC3)n2)ccn1	7	0	104	99	103	-3	105	101	9	103	-9
CC(C)Cn1c(N)c(C(=O)COC(=O)C2=COCCO2)c(=O)n(C)c1=O	11	0	99	100	97	-16	104	103	21	103	-38
Fc1cccc(Nc2ncnc3[nH]ncc23)c1	19	1	88	91	104	20	88	79*	9	87	-26
Cc1nn(C)c(C)c1S(=O)(=O)N(CC(=O)Nc1ccc2c(c1)OCO2)c1ccc(C(C)C)cc1	2	-5	99	98	102	/	100	103	26	100	-7
O=c1ccc(C(F)(F)F)cn1Cc1cc(=O)n2ccsc2n1	-14	0	100	95	96	20	101	101	10	97	-8
O=C(N/N=C/c1ccccn1)c1cc(C2CC2)[nH]n1	-31	0	99	100	101	-2	101	103	7	99	-19
CC(C)(C)NC(=O)CCc1ncc(C(F)(F)F)cc1Cl	-14	1	98	94	95	-6	97	101	7	95	-2
O=C(O)c1cccc(S(=O)(=O)N(Cc2ccccc2)c2ccccc2)c1	33	0	94	91	101	-18	91	93	10	96	13
CCCCC(CC)C(=O)Nc1ccc(C)c(O)c1 (centres undefined)	6	3	95	98	95	5	96	99	13	97	-40
COc1ccc(-c2csc(N3CCC(C(N)=O)(N4CCCCC4)CC3)n2)cc1	-1	-10	108	102	108	/	107	108	6	108	-3
O=C(CSc1nnc(Nc2ccccc2F)s1)Nc1cccc(S(=O)(=O)N2CCCCC2)c1	17	-2	93	97	97	-23	99	98	11	96	-66
CCOC(=O)C1CCN(C(=O)COc2ccc(N(C)S(=O)(=O)c3cccs3)cc2)CC1	10	-1	97	90	97	/	98	101	6	96	-27
Cc1cc(=O)oc(C)c1C(=O)Nc1c(C)n(C)n(-c2ccccc2)c1=O	-5	0	105	101	101	/	106	101	11	104	-65
COc1ccc(C(=O)Nc2cccc(C(C)=O)c2)cc1S(=O)(=O)N1CCOCC1	-3	-3	100	99	103	/	101	102	13	100	-14
CCn1c(SCC(=O)Nc2ccc3c(c2)OCO3)nc2c(c1=O)SC(C)C2 (centres undefined)	5	0	104	100	104	/	104	107	7	102	-26
O=c1nc2ccccc2c(NS(=O)(=O)c2ccc(Cl)cc2)n1-c1ccccc1	2	0	99	99	100	/	104	108	9	101	-20
CC(=O)Nc1ccc(S(=O)(=O)NCC(=O)OCc2ccccc2)cc1	-6	-1	97	97	100	-2	101	108	13	99	-37
Clc1ccc(Cn2c(CN3CCCC3)nc3ccccc32)cc1	35	0	104	101	94	/	106	107	11	101	11
Cc1ccc(-n2c(C)cc(C)c(C#N)c2=O)cc1C	-3	1	103	96	103	-3	97	103	8	100	-10
O=C(O)CCN1CCc2ccccc2C1c1cccs1 (centres undefined)	18	-2	106	108	98	23	110	108	11	103	-13

An unsorted share of the library; any-hit rate near 2.7%.
